Rab9 prom act: qHTS Assay for Rab9 Promoter Activators; Huh7 Rab9 promoter-luciferase reporter, luminescence, 24 h; Potency, µM (highest dose often 9.22 µM), inactives show top-dose activation, negative = inhibition, usual class: activators; actives 2.8% (n = 320,000); AID 485297, 2010; also: potency is read from the fitted curve at half-maximal effect; % of control where 0% means no effect; nearly all actives have a fitted effect of over 60% in size
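Promoter activation is measured as luciferase luminescence in Huh7 cells stably transfected with a Rab9 promoter–luciferase construct, following 24 h compound exposure at 37 °C and 10 min reagent incubation at ambient temperature.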
PKM2 activator: qHTS Assay for Activators of Human Muscle isoform 2 Pyruvate Kinase. Pyruvate kinase PKM (Homo sapiens), P14618. purified PKM2, Kinase-Glo ATP luminescence, activation; response scale: 0% is enzyme alone, no compound. Potency, µM (doses to about 57.5 µM), for inactives: at the highest dose activation, usual class: activators. actives 0.34% (n = 260,000). AID 1631, 2009; also: potency is read from the fitted curve at half-maximal effect; % is scaled to controls: 0 for no effect and ±100 for the full control effect; nearly all actives have a fitted effect of over 55% in size
Target sequence (P14618 whole entry, looked up, canonical isoform): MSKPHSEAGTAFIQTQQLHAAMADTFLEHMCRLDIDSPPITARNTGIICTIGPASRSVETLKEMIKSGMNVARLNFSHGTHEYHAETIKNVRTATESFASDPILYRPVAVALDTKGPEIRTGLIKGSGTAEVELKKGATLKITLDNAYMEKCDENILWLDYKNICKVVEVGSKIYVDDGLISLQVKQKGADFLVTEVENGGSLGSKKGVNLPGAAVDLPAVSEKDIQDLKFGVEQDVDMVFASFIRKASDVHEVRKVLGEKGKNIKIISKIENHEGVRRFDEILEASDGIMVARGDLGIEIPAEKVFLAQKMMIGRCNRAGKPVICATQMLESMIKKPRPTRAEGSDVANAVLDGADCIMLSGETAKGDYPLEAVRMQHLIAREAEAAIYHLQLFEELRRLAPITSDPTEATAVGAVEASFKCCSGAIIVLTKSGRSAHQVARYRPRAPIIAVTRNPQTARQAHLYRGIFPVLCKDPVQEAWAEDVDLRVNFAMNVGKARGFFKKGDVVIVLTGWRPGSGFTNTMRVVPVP
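Purified hPK-M2 (>95%) run at intermediate activity with 0.1 mM ADP and 0.5 mM PEP in 50 mM imidazole pH 7.2, KCl, MgCl2; 1 h room temperature. ATP formed read by Kinase-Glo luminescence; normalized to uninhibited and no-enzyme controls.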
KCNH2 3.1 inh: qHTS for Inhibitors of KCHN2 3.1: Mutant qHTS | actives 0.95% (n = 340,000) | activity change, % (tested at about 1.8 µM) | U2OS KCNH2 3.1, thallium flux FluxOr; hits give low values | Potassium voltage-gated channel subfamily H member 2, brain isoform KCNH2 3.1 (human) | AID 720553, 2013;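 active = maximum activity change below -70%; inconclusive = maximum activity change from -70% to -50%; inactive = maximum activity change above -50%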;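 also: thallium influx rate constant from kinetic fluorescence after stimulation buffer; % is scaled to controls: 0 for no effect and ±100 for the full control effect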
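Measured as rate of thallium-driven FluxOr signal in transduced U2OS cells carrying the 3.1 channel, read kinetically for 2 min upon stimulation; values are rate constants scaled to DMSO control wells.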
Mito fusion yeast: qHTS Assay for Small Molecule Inhibitors of Mitochondrial Division or Activators of Mitochondrial Fusion; S. cerevisiae fusion-defective mutant growth rescue, CellTiterGlo 48 h; Potency, µM (doses to about 46.1 µM), for the others: top-dose growth rescue (activation), hits mostly activators; actives 0.23% (n = 320,000); AID 485298, 2010;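 also: potency is read from the fitted curve at half-maximal effect; % of control where 0% means no effect; nearly all actives have a fitted effect of over 45% in size; temperature-sensitive fusion mutants such as fzo1-1 at 37 °C on non-fermentable ethanol glycerol medium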
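S. cerevisiae fusion-defective temperature-sensitive mutants (e.g. fzo1-1, mgm1-5) grown 48 h at 37C in YPEG (ethanol/glycerol non-fermentable) medium with 23 nl compound per well; growth rescue read as CellTiterGlo luminescence.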
NPC1 prom act: qHTS Assay for NPC1 Promoter Activators; Huh7 NPC1 promoter luciferase reporter, 24 h; AID 485313, 2010; Potency, µM (titrated, usually from 9.22 µM), without a hit: at the top dose activation, hits mostly activators; actives 2.4% (n = 320,000);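 also: potency is read from the fitted curve at half-maximal effect; % of control where 0% means no effect; nearly all actives have a fitted effect of over 60% in size; reporter is driven by a mutant NPC1 promoter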
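Quantitative HTS used a cell-based reporter: Huh7 cells stably bearing the NPC1 promoter upstream of luciferase were treated with compounds for 24 h, and promoter activation was read as luminescence.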
VP16 counter: VP16 counterscreen qHTS for inhibitors of ROR gamma transcriptional activity. Drosophila S2 Gal4-VP16 UAS-luciferase, luminescence, 20 h. Potency, µM (top dose mostly 53.6 µM), for the others: top-dose activity, negative = inhibition, usual class: inhibitors. actives 3.5% (n = 310,000). AID 2546, 2010;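 also: Gal4-VP16 expression switched on by copper sulfate through the metallothionein promoter; potency is read from the fitted curve at half-maximal effect; % is scaled to controls: 0 for no effect and ±100 for the full control effect; nearly all actives have a fitted effect of over 50% in size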
MBNL1-CUG inh: qHTS Assay for Inhibitors of MBNL1-poly(CUG) RNA binding | Muscleblind-like protein 1 (Homo sapiens), Q9NR56 | TR-FRET MBNL1-His/biotin-(CUG)12 binding, 665/545 ratio | Potency, µM (highest dose often 57.5 µM), for the others: at the top dose activity change, negative = inhibition, hits mostly inhibitors | actives 0.036% (n = 280,000) | AID 2675, 2010; active = well fitted inhibition curve with a large enough effect in the signal ratio, with a control signal flat, not every such curve was filed as active; inconclusive = small, poorly fitted or top-dose-only effect, or effect the other way, or a change in a side signal; inactive = no such curve, though single readings can be large or run the other way; the % refers to the signal ratio; also: potency is read from the fitted curve at half-maximal effect; % is scaled to controls: 0 for no effect and ±100 for the full control effect
Target sequence (Q9NR56 whole entry, looked up): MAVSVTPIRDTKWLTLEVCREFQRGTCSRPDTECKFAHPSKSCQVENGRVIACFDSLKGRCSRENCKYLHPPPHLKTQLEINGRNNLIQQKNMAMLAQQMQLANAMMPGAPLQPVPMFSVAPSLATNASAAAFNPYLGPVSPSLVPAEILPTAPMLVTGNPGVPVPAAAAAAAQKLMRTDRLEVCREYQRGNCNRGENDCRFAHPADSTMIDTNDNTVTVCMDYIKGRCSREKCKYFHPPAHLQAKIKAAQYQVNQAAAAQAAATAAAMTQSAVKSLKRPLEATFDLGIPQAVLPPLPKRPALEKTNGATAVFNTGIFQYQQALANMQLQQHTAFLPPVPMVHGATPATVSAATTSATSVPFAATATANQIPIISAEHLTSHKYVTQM
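MBNL1-His + Biotin-(CUG)12, cpd titration 92 nM–58 uM; Tb anti-His Ab 0.055 ng/ul, SA-XL665 5 nM (final); 60 min RT; ratiometric 665/545 nm, Ex 340 nm; normalized to buffer and full-complex controls.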
Menin MLL FP TR: qHTS Assay for Inhibitors Targeting the Menin-MLL Interaction in MLL Related Leukemias: Competition With Texas Red Labeled MLL-derived Mutant Peptide; O00255; Menin + Texas Red MLL mutant peptide, fluorescence polarization; Potency, µM (top dose mostly 61.6 µM), inactives show top-dose FP activity change, negative = inhibition, usual class: inhibitors; actives 0.23% (n = 270,000); AID 1768, 2009; active = well fitted inhibition curve with a large enough effect in the polarisation, with a control signal flat, not every such curve was filed as active; inconclusive = small, poorly fitted or top-dose-only effect, or effect the other way, or a change in a side signal; inactive = no such curve, though single readings can be large or run the other way; the % refers to the polarisation; also: potency is read from the fitted curve at half-maximal effect; % of control where 0% means no effect; many of its hits are not listed in these tables
RORgamma inh: qHTS for inhibitors of ROR gamma transcriptional activity. Drosophila S2 Gal4-RORgamma UAS-luciferase reporter, 20 h. Potency, µM (highest dose often 53.6 µM), inactives show at the highest dose activity change, negative = inhibition, most hits filed as inhibitors. actives 5.4% (n = 310,000); also: potency is read from the fitted curve at half-maximal effect; % is scaled to controls: 0 for no effect and ±100 for the full control effect; nearly all actives have a fitted effect of over 60% in size
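Drosophila Schneider cells stably carrying a metallothionein-driven Gal4 DBD–ROR gamma fusion and a UAS-Photinus luciferase reporter were exposed to compound for 1 hr, then induced with copper sulfate (700 uM final) for 20 hr at ambient temperature before luminescence reading.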
ELG1 repair inh: qHTS screen for small molecules that inhibit ELG1-dependent DNA repair in human embryonic kidney (HEK293T) cells expressing luciferase-tagged ELG1; HEK293T ELG1-luciferase reporter, luminescence, 16 h; DNA damage induced by 5-fluorouridine; Potency, µM (titrated, usually from 46.1 µM), for the others: at the highest dose activity change, negative = inhibition, actives largely listed as inhibitors; actives 2.3% (n = 330,000); AID 504467, 2011; also: potency is read from the fitted curve at half-maximal effect; % is scaled to controls: 0 for no effect and ±100 for the full control effect; nearly all actives have a fitted effect of over 55% in size
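Overnight (16 hr) co-exposure of 2,000 cells/well to 5-fluorouridine and compound at 37 °C preceded detection. Luciferase was quantified via ONE-Glo luminescence; loss of signal denotes inhibition.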
FLuc counter: qHTS profiling assay for firefly luciferase inhibitor/activator using purifed enzyme and Km concentrations of substrates (counterscreen for miR-21 project); purified FLuc, Km substrates, luminescence inhibition; Potency, µM (top dose mostly 57.5 µM), for inactives: at the highest dose activity change, negative = inhibition, hits mostly inhibitors; actives 6.9% (n = 360,000);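 also: potency is read from the fitted curve at half-maximal effect; plate controls were vehicle for no effect and reference inhibitor for full effect; nearly all actives have a fitted effect of over 55% in size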
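Purified P. pyralis luciferase (10nM final) with 10uM D-luciferin and 10uM ATP (Km levels) in 50mM Tris acetate pH 7.5, 10mM Mg acetate, 0.01% Tween-20, 0.05% BSA; qHTS 6-point titration, ~60 µM downward; luminescence read.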
The depositor's hits bear a star; ? = inconclusive; / = not tested or not shown; [ ] = dose if it differs, or a comment. Unless noted, calls follow the shape of the dose curve; as a rule, active = well fitted curve in the direction sought with a large enough effect; inconclusive = small, poorly fitted or top-dose-only effect, or another doubt; inactive = no such curve, though single readings can be large; an effect the other way counts as inactive or inconclusive. The list is partial; count on the stated rates, not on these rows.

Results follow in this order: Rab9 prom act | PKM2 activator | KCNH2 3.1 inh | Mito fusion yeast | NPC1 prom act | VP16 counter | MBNL1-CUG inh | Menin MLL FP TR | RORgamma inh | ELG1 repair inh | FLuc counter
O=C(Nc1ccc2ccccc2n1)c1ccc(Cl)cc1
    0.631µM* | / | 2.7 | 11.4% | 1µM* | -4.8% | -16.2% | -28.6% | -43.0% | ? | 2.13µM*
Cc1nc(C)n(CC(O)COc2ccc3cc(Br)ccc3c2)n1 (stereo unspecified)
    / | 17.8% | 0.7 | -17.8% | / | ? | 1.1% | 31.7%[activator] | ? | / | -9.8%
COc1ccc(C(=O)OCC(=O)Nc2cc(C)on2)cc1S(=O)(=O)N1CCOCC1
    -0.4% | -4.5% | 5.4 | -0.9% | 1.3% | -4.6% | 0.5% | 19.5% | 4.6% | -7.8% | 6.6%
CCCN(CC(=O)Nc1ccccc1C)C(=O)c1ccc(S(=O)(=O)N2CCC(C)CC2)cc1
    -5.5% | / | -7.1 | -0.8% | -2.6% | / | / | / | / | 12.0% | 3.3%
CON(c1nc(Cl)nc(N(C)C)n1)S(=O)(=O)c1ccc(C)cc1
    1.3% | / | -4.9 | 8.7% | 0.1% | -9.1% | -3.1% | -12.4% | -0.8% | ? | -0.5%
CCN1C(=O)[C@@H]2[C@@H](c3ccc(SC4CCCCC4)c(OC)c3)N3CCC[C@@]3(C(=O)OC)[C@@H]2C1=O
    0.1% | / | 28.8 | -4.8% | -1.7% | / | / | / | / | -9.8% | -3.9%
Nc1nc(Cl)cc(N2CCOCC2)n1
    1.9% | 2.1% | 10.3 | 1.8% | 1.3% | 2.2% | -10.6% | / | -0.6% | 8.9% | 3.1%
COCC(C)n1c(SCc2ccc(C(=O)OC)o2)nc2ccccc2c1=O (stereo unspecified)
    0.1% | -3.8% | 9.8 | 19.6% | -1.5% | ? | 1.0% | -24.2% | -14.5% | ? | -3.4%
CCOC(=O)C1(Cc2ccc(OC)cc2)CCN(C(=O)Cn2cnnn2)CC1
    2.2% | -3.3% | 16.2 | 0.7% | -2.6% | 6.9% | 1.2% | -0.1% | -21.6% | 15.6% | ?
O=C(Nc1cc(Cl)ccc1-n1cncn1)c1cccc(S(=O)(=O)N2CCOCC2)c1
    3.0% | / | -13.0 | 0.3% | 0.7% | / | / | / | / | -1.6% | /
Cc1cccc(CC(=O)NC2CCCCCC2)c1
    21.6% | -4.4% | -14.3 | 7.0% | 3.3% | 5.0% | -3.5% | -18.3% | 0.1% | ? | -11.6%
COc1ccc([N+](=O)[O-])cc1NC(=O)Cc1ccc(C)cc1
    -8.0% | -12.6% | 11.5 | 7.6% | -1.4% | -8.7% | / | 7.3% | 6.6%[10 µM] | -21.6% | -1.0%
C/C(=N\NC(=S)NCc1ccccc1)c1ccc(C#N)cc1
    -2.1% | 0.2% | -18.2 | ? | -2.8% | 7.08µM* | 0.8% | ? | 2.82µM* | -0.3% | 0.7%
CCC(=O)c1cc(F)c(N2CCN(S(=O)(=O)c3ccccc3)CC2)cc1C
    -6.2% | -0.7% | -16.6 | 0.8% | -5.5% | -8.4% | -1.2% | 1.2% | 25.9% | ? | -0.4%
NC(=S)Nc1ncc(C(F)(F)F)cc1Cl
    -0.5% | 29.4% | 9.8 | 3.8% | -1.3% | ? | -6.4% | -11.2% | 7.08µM* | 25.6% | -8.2%
CCOc1ccc(CC(=O)NNC(=O)NC2CCCCC2)cc1
    1.6% | 7.4% | 2.2 | 4.7% | 0.5% | -1.3% | 0.4% | -9.6% | 8.6% | 9.4% | -1.5%
C#CC(CO)N(CCN(Cc1ccccc1)C(C#C)CO)Cc1ccccc1 (stereo unspecified)
    -1.2% | -6.0% | -2.4 | 23.4% | -1.8% | -6.5% | -12.2% | -7.1% | 1.3% | -4.6% | -0.8%
CSCCC(NC(N)=O)C(=O)NCC1CCCCC1 (stereo unspecified)
    -1.8% | -1.6% | 7.6 | -4.1% | -1.5% | 3.7% | -5.6% | -9.2% | 3.4% | 14.7% | 3.3%
CCOC(=O)C1CCCN(C(=O)CSc2ccc(NC(C)=O)cc2)C1 (stereo unspecified)
    -3.1% | -0.1% | 0.3 | 0.8% | -5.9% | 11.4% | 0.2% | 2.5% | 8.1% | -6.6% | 6.1%
CCc1cc(=O)oc2cc(O[C@@H]3O[C@H](CO)[C@@H](O)[C@H](O)[C@H]3O)c(Cl)cc12
    -13.2% | / | 8.0 | 26.8% | 7.3% | -6.2% | 1.3% | 9.5% | -0.1% | -14.7% | 1.7%
C#CC[N+](C)(C)CCCCCCCCC
    -33.4%[inhibitor] | -13.3% | -38.2 | 5.4% | -15.6% | -2.5% | ? | -6.8% | 27.4% | -21.3% | -1.9%
N#CCCS(=O)(=O)c1nnnn1-c1ccccc1
    -2.9% | -3.2% | / | -11.1% | -12.6% | 4.47µM* | -4.6% | -7.1% | 2.82µM* | -22.5% | -0.6%
N#Cc1ccc(OCc2noc(-c3ccsc3)n2)cc1
    23.6% | -1.6% | -3.2 | -2.1% | -1.5% | 8.2% | 2.5% | / | 14.9% | ? | 2.6%
O=C(NNC1CC(=O)N(c2cccc(Cl)c2)C1=O)c1cccs1 (stereo unspecified)
    -7.8% | 8.0% | -5.6 | 1.6% | 1.9% | -1.4% | / | -23.0% | 14.2% | -1.2% | 0.5%
COc1ccc(-c2nnc(SCC(=O)NC3CC3)o2)cc1
    9.7% | / | 7.9 | 0.2% | 17.7% | / | / | / | / | ? | ?
CCOC(=O)c1ccccc1NC(=O)COC
    -8.2% | -9.0% | 12.9 | -0.1% | 0.0% | 1.6% | 3.4% | -13.7% | -1.7% | -0.7% | -0.8%
CCOc1ccc(NC(=O)C2CC(=O)N(CC)C(=Nc3ccc4c(c3)OCO4)S2)cc1 (stereo unspecified)
    -4.8% | 4.1% | -11.8 | -1.7% | -1.8% | 0.8% | 3.9% | 12.6% | -1.4% | ? | 2.8%
Cc1ccc(Nc2nc(N)nc(CSc3nccn3C)n2)c(C)c1
    ? | 12.0% | -13.9 | -1.7% | ? | 1.5% | 6.0% | -5.2% | -19.2% | ? | ?
O=C1/C(=C/c2cccs2)COc2ccccc21
    15.2% | -38.5% | 8.9 | 10.0% | -2.2% | -23.3% | 11.8% | -18.7% | ? | ? | 1.35µM*
COc1ccc(O)c(C(=O)c2cnc3c(c2)CN(C)C(=O)N3)c1
    -13.6% | / | 6.0 | 4.8% | -22.2% | 1.7% | ? | -12.7% | 13.7% | -18.3% | -12.0%
CCOC(=O)c1c(S(=O)(=O)NCC(=O)Nc2cccc(C)c2C)c(C)n(C)c1C
    -2.5% | / | 17.4 | 6.0% | 1.7% | 5.5% | -7.7% | / | 2.2% | 7.7% | 1.9%
C=CCN1C(=O)C(CC(=O)NCC)SC1=Nc1ccccc1CC (stereo unspecified)
    -2.9% | -10.0%[11.5 µM] | -2.0 | 3.9% | -1.1% | 0.1% | -1.1% | -7.4% | 28.2% | -5.1% | 4.0%
O=C(COC(=O)Cc1cccc(F)c1)NCCc1ccccc1
    -6.4% | / | -11.5 | 3.5% | -1.5% | / | / | / | / | 29.0% | 4.3%
COc1ccc(C)cc1Nc1n[n+](-c2ccccc2)c(-c2cc([N+](=O)[O-])cc(OC)c2O)s1
    2.3% | 0.0% | 6.8 | -0.8% | 0.7% | -2.6% | 12.3% | -20.0% | -5.0% | 6.5% | -10.5%
